Screens deposited in PubChem BioAssay by several laboratories.
PKA-R1A activ: activators of PKA-R1A holoenzyme, primary screen, biochemical, fluorescence polarization, Cy5-IP20, bovine R1A, mouse PKAc | 0.083% of 340,000 active | PKA-R1A dissociation; scaled: DMSO 0%, 113 µM cGMP 100% | activation, % at 11.4 µM | AID 504707, 2011 | cAMP-dependent protein kinase type I-alpha regulatory subunit (Bos taurus) + …;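 active = percent activation above the mean of all tested compounds plus 3 SD, cut at about 19% in these data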;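 also: higher means more PKAc released from R1A so a rise in polarization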
E coli growth: E. coli V3065 growth inhibition, primary screen, counter-screen for AddAB inhibitor project, absorbance, OD600; 18 h; inhibition, % at 11.9 µM; 0.27% of 330,000 active; AID 449728, 2010;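 active = inhibition above the campaign's mean inhibition across all tested compounds plus 3 SD, cut at about 9.9% in these data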;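 also: uninfected addAB+ strain grown without phage in ampicillin broth; 0% = DMSO wells and 100% = ciprofloxacin 0.95 µg/ml wells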
PfHsp90 set2: growth inhibition of PfHsp90-expressing yeast, primary screen, antimalarial PfHsp90 inhibitor project, S. cerevisiae, BacTiter-Glo luminescence, single point, set 2. 0.32% of 310,000 active. inhibition, % at 9.4 µM. BacTiter-Glo ATP, 48 h; yeast lacking PDR1 and PDR3 efflux regulators;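 active = every replicate shows inhibition above about 80%, whatever the replicate mean, limit read from the data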;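 also: 0% = DMSO neutral controls and 100% = 20 µM radicicol positive controls; yeast relying on Plasmodium falciparum Hsp90 in place of its own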
Tat transport: E. coli Tat export inhibitors, primary screen, MC4100, TorA-mCherry reporter, fluorescence, single point; AID 488895, 2010; 0.036% of 340,000 active; inhibition, % at 10 µM;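 active = mean replicate inhibition at least 50% and at least half of replicates individually reaching 50%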;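 also: exported cargo escapes ClpAP degradation while cytoplasmic cargo is degraded and loses fluorescence; 0% = median of neutral control wells and 100% = median of NaSCN control wells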
AddAB inh: growth inhibition of E. coli expressing H. pylori AddAB, primary screen, AddAB inhibitor project, absorbance; inhibition, % at 11.9 µM; AID 435030, 2010; 0.29% of 330,000 active; in the data active = inhibition above about 12%;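 also: 0% = vehicle wells of infected cells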
DSG3 Ab inh: inhibitors of pemphigus antibody binding to DSG3, primary screen, biochemical, bead-based, flow cytometry, scFv-GFP; Desmoglein-3 (Homo sapiens), P32926; DSG3-coupled beads, scFv-anti-DSG3-GFP binding; active compounds read low; binding (percent of control), % at 10 µM; 0.48% of 310,000 active;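 active = binding more than 3 SD below its plate's average and above zero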;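 also: hits lower antibody fragment binding to DSG3; some compounds called inactive have numbers as strong as hits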
SUMO Mot1 rescue: yeast Mot1-301 growth rescue at high temperature, primary screen, SUMOylation pathway inhibitor project, S. cerevisiae, ATP luminescence, 38.5C; S. cerevisiae Mot1-301 growth rescue; percent above DMSO median, 100 means doubled; growth rescue, % at 18.8 µM; 1% of 320,000 active; AID 2716, 2010;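 active = every valid replicate shows activation above 250% relative to neutral control wells; inactive = the rest, any valid replicate at or below 250%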;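 also: OY570 slx delta 5 strain wells were the positive control but not used for scaling; some compounds called inactive have numbers as strong as hits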
phage Ecoli inh: growth loss of phage-infected E. coli, primary screen, RecBCD inhibitor project, absorbance, with phage, HTS; 0.26% of 360,000 active; inhibition, % at 11.9 µM; AID 651602, 2012; in the data active = inhibition above about 11%
MOR-DOR ag: agonists of OPRM1-OPRD1 heterodimerization, primary screen, cell-based, luminescence | 0.3% of 340,000 active | cells | Mu-type opioid receptor (Homo sapiens) + Delta-type opioid receptor (Homo sapiens), … | activation, % at 9.3 µM; in the data active = activation above about 18%;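 also: 0% = vehicle-treated cells and 100% = reference agonist; values of inactives mirror those of a sister screen read the other way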
Target sequence (P35372 whole entry, looked up): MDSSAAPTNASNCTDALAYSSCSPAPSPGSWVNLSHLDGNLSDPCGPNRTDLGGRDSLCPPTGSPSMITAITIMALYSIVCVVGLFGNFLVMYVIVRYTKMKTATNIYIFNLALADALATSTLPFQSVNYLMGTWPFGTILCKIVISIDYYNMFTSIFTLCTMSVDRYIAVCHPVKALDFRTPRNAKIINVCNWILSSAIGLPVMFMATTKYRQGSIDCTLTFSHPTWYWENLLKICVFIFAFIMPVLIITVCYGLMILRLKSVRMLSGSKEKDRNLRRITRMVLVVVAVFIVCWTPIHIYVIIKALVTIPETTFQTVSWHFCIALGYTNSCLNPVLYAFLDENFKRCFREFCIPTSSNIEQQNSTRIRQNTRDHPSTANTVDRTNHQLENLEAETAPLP
Target sequence (P41143 whole entry, looked up): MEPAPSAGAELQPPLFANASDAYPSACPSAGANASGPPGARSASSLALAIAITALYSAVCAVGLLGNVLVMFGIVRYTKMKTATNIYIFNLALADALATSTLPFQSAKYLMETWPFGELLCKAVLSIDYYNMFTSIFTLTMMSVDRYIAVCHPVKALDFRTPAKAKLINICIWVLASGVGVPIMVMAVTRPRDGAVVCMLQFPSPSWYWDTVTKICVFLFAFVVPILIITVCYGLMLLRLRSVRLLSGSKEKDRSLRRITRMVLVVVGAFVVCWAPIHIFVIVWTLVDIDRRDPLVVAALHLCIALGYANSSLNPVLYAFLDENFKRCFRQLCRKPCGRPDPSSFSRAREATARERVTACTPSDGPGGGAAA
OPRM1-OPRD1 inv: inverse agonists of MOR-DOR heterodimerization, primary screen, cell-based, luminescence; inhibition, % at 9.3 µM; 0.21% of 340,000 active; cell-based MOR-DOR heterodimer luminescence, inverse agonism; Mu-type opioid receptor (Homo sapiens) + Delta-type opioid receptor (Homo sapiens), …; in the data active = inhibition above about 22%, passing the limit was not always enough;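 also: 0% = cells with DMSO and 100% = wells without cells with DMSO; values of inactives mirror those of a sister screen read the other way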
Arr AP2 block: inhibitors of beta-arrestin/AP2 binding, primary screen, biochemical, GPCR trafficking, flow cytometry; beta-arrestin 1 C-terminal peptide binding to AP2 beta2-adaptin appendage (human); FITC-arrestin peptide / GST-AP2 beads; AP2 beta2 appendage carries R879A mutation; inhibition, % at 10 µM; 0.31% of 340,000 active; AID 504490, 2011;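 active = inhibition above a set limit, near 3 SD of compounds lacking own fluorescence, cut at about 54% in these data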;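 also: plate controls were DMSO wells for no effect and 5 µM unlabelled arrestin peptide for full effect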
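Test system: GST-tagged AP2 beta2-adaptin appendage (R879A) on 4 µm glutathione beads; also added: fluorescein-tagged arrestin peptide at 50 nM final; timing: 12 min plus 1 h, RT; signal: flow cytometry, FL1 (488/535 nm); read-out: percent drop in bead-associated FITC signal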
* marks the source's active call; other numbers are inactive results; . = not tested or not shown.

SMILES	PKA-R1A activ	E coli growth	PfHsp90 set2	Tat transport	AddAB inh	DSG3 Ab inh	SUMO Mot1 rescue	phage Ecoli inh	MOR-DOR ag	OPRM1-OPRD1 inv	Arr AP2 block
COCCC(=O)Nc1ccc2c(c1)CN(C(=O)CSC)CC2	-4	-1.8	9	-5	0.9	97	1	-0.1	-2.7	14	34
CCOc1ccccc1NC1=C(Cl)C(=O)N(Cc2ccccc2)C1=O	-6	-0.1	-8	12	-0.2	.	11	1.2	2.3	-14	12
COc1cc(/C=C/C(=O)OCC(=O)c2ccc(OC(F)F)cc2)ccc1O	-9	2.2	0	-12	0.2	96	26	2.9	-1.6	8	-5
COc1ccccc1C(=O)NCCC(=O)NCCC12CC3CC(CC(C3)C1)C2	-7	-0.6	-1	4	1.1	100	102	1.0	-1.1	6	8
COC(=O)C1CCCCN1C(=O)c1cccc(OC2CCN(C(=O)C3CC3)CC2)c1 (centres undefined)	2	-0.8	-12	1	0.6	117	17	1.5	-2.6	14	-6
Cc1ccc(S(=O)(=O)NC(=O)Nc2nccs2)cc1	-4	-0.7	5	-5	1.7	88	-2	-0.6	-2.7	14	18
CCOC(=O)C1=C(C)Nc2nc(C)nn2C1c1ccc(C)cc1 (centres undefined)	2	1.0	0	-2	5.1	113	97	5.4	-1.1	6	11
CCOc1cc(/C=N/NC(=O)c2nn(C)cc2Br)ccc1OCc1ccccc1	-11	-1.9	-23	-1	0.5	87	-1	0.3	-2.2	11	-4
O=S(=O)(c1ccccc1)N(F)S(=O)(=O)c1ccccc1	5	0.0	-4	-3	-0.3	.	-4	-1.4	0.2	-1	23
NC1=CC(=O)C(=O)c2ccccc21	6	.	11	8	.	93	.	0.2	6.8	-34	37
O=C(c1cccc(S(=O)(=O)N2CCOCC2)c1)N1CCN(Cc2ccc3c(c2)OCO3)CC1	10	3.3	3	-1	6.3	.	3	-0.5	-0.6	3	19
N#CCn1cnc2sc(-c3ccccc3)cc2c1=O	-13	-2.2	-2	0	1.5	101	-5	1.7	0.8	-4	-7
Cc1oc2cc3oc(=O)c(CCC(=O)NCCN4CCOCC4)c(C)c3cc2c1C	-4	3.0	-15	-1	5.7	.	130	1.4	0.3	-1	8
Nc1nc(SCC(=O)NCc2ccccc2Cl)[nH]c(=O)c1NC(=O)c1ccccc1F	1	0.8	4	-8	1.6	105	16	4.3	0.3	-1	11
CCc1nc(Nc2ccc3c(c2)OCO3)c2oc3ccccc3c2n1	-4	-3.4	10	0	0.7	97	-19	2.0	1.6	-8	2
CN(CC(=O)NCc1ccc2c(c1)OCO2)S(=O)(=O)c1ccc(F)cc1	-2	-0.5	21	-1	2.5	.	3	1.1	-1.1	8	2
O=C(NCC1CC1)C1(C(F)(F)F)C/C(=C\Cc2ccccc2)CCCO1 (centres undefined)	-10	1.7	-1	3	0.3	104	-2	2.3	1.9	-11	0
CCS(=O)(=O)c1nc(S(=O)(=O)c2ccc(C)cc2)c(N2CCC3(CC2)OCCO3)s1	0	-2.1	-1	-3	2.4	110	-6	3.2	0.0	0	-9
O=C(NC(=S)N1CCOCC1)c1cn(-c2ccccc2)nc1-c1ccccc1	-7	-3.2	-9	3	-2.4	.	12	0.1	-1.0	4	9
CC(OC(=O)c1cc2sccc2n1C)C(=O)NCc1ccco1 (centres undefined)	4	0.7	5	-4	-0.3	101	178	0.7	4.5	-28	1
CNC(=O)c1ccc(-c2cc3onc(-c4ccccc4)c3c(=O)n2C)cc1	-6	0.3	.	-6	0.6	97	1	3.2	-1.4	8	10
OC[C@H]1O[C@@H](n2cnc3c(Nc4ccccc4)ncnc32)[C@H](O)[C@@H]1O	1	-1.2	2	-6	-0.9	107	-11	2.7	0.3	-2	1
CN(C)Cc1c(C(=O)N/N=C/c2cccnc2)nnn1-c1nonc1N	0	1.9	1	3	0.3	124	115	1.3	-1.8	9	8
O=C(CCc1ccccc1)NNC(=O)COc1ccc([N+](=O)[O-])cc1	4	-0.1	-1	3	0.1	107	-23	2.4	0.5	-2	17
NS(=O)(=O)c1cccc(NC(=O)COC(=O)c2ccc(S(=O)(=O)N3CCOCC3)cc2)c1	-9	.	0	11	.	.	.	0.4	0.0	0	-6
O=C(NCC1(c2ccccc2)CCCC1)c1ccccc1	-2	-2.3	-10	-3	-1.3	106	13	4.4	-0.5	4	1
COc1cc(CNn2cn[nH]c2=S)cc(Cl)c1OCc1ccc(F)cc1	-17	-0.3	-14	1	1.6	100	31	4.5	0.3	-2	.
COc1ccccc1C(=O)NC(=S)Nc1cccc2cc(O)ccc12	-5	-2.3	0	1	-2.0	111	141	3.1	1.4	-8	-5
O=c1onc(-c2ccc(Cl)cc2Cl)n1-c1cccnc1	-2	-0.4	-6	1	1.0	.	-19	1.0	6.3	-31	2
Cc1c2ccccc2cc[n+]1CCCS(=O)(=O)[O-]	-2	-0.5	-7	-3	1.0	103	-1	3.2	-2.0	10	-9
CCn1c(SCC(=O)NCCCN2CCCC2=O)nnc1-c1cccc(C)c1	5	.	-5	9	.	105	.	3.2	-1.4	7	-5
C[C@]12CCC3C(CC=C4C[C@@H](O)CC[C@@]43C)C1CCC2[C@]1(C)CCC(=O)O1 (some centres undefined)	7	0.0	-35	3	1.9	84	0	3.0	-1.6	9	2
COc1ccc(CNC(=O)CCCC(=O)Nc2cccc(Br)c2)cc1	-7	-0.6	2	0	2.9	124	-6	-1.6	-1.4	7	-15
O=C(COc1ncnc2cc([N+](=O)[O-])ccc12)NC1CCCCC1	-15	-0.1	-2	5	-0.7	105	-11	1.4	0.9	-5	-19
CC(=O)Nc1nonc1-c1nc2ccccc2n1CC1CC1	-6	1.9	-2	-9	2.1	84	161	0.3	-0.4	2	3
C[C@H]1CN=C2N(CCNC(=O)CCC3CCCCC3)[C@H](Cc3ccc(O)cc3)CN21	-1	-1.2	5	-8	0.8	107	4	-0.5	-1.8	11	12
CCC(Sc1nc(C)cc(=O)[nH]1)C(=O)Nc1nc(-c2ccccc2)cs1 (centres undefined)	8	-2.7	14	-2	-1.0	99	29	2.0	-0.5	3	8
CN(Cc1ccc(OC(F)F)cc1)Cc1nc2c(Br)cc(Br)cc2c(=O)[nH]1	11	-2.3	-5	0	1.6	107	-17	1.0	6.2	-34	-12
CCOc1ccccc1N1CCN(c2ncnc3scc(-c4ccc(OC)cc4)c23)CC1	10	-0.1	-46	1	1.4	105	-23	-1.3	0.3	-2	-3
C=CCC[C@H](Cc1ccc(F)cc1)C(=O)OC[C@@H](NC(=O)[C@H](CC=C)CC(=O)NCCO)c1ccccc1	-6	-2.2	6	-34	-1.6	100	7	3.6	-4.6	21	-9

Gathered by group, those above with a nitro group on carbon
SMILES	PKA-R1A activ	E coli growth	PfHsp90 set2	Tat transport	AddAB inh	DSG3 Ab inh	SUMO Mot1 rescue	phage Ecoli inh	MOR-DOR ag	OPRM1-OPRD1 inv	Arr AP2 block
O=C(CCc1ccccc1)NNC(=O)COc1ccc([N+](=O)[O-])cc1	4	-0.1	-1	3	0.1	107	-23	2.4	0.5	-2	17
O=C(COc1ncnc2cc([N+](=O)[O-])ccc12)NC1CCCCC1	-15	-0.1	-2	5	-0.7	105	-11	1.4	0.9	-5	-19

Remaining list, next part:
SMILES	PKA-R1A activ	E coli growth	PfHsp90 set2	Tat transport	AddAB inh	DSG3 Ab inh	SUMO Mot1 rescue	phage Ecoli inh	MOR-DOR ag	OPRM1-OPRD1 inv	Arr AP2 block
Cc1ccc2c(C)nc(N/C(N)=N/S(=O)(=O)c3ccc([N+](=O)[O-])cc3)nc2c1	-9	-1.6	.	-6	-2.0	83	.	2.5	4.0	-25	27
O=C(Nc1cccc(S(=O)(=O)N2CCCCC2)c1)C1CC(=O)N(Cc2ccco2)C1 (centres undefined)	3	-1.7	.	1	0.2	114	-10	1.2	-0.4	2	-31
COc1ccc(-c2nnc(OCc3ccccc3)c3ccccc23)cc1	3	-3.0	9	-1	0.1	98	-5	3.7	4.5	-24	-3
Cc1cc(C)n2cc(CSc3ncccc3C(=O)O)nc2n1	3	0.8	10	3	1.9	110	64	1.6	-2.6	15	5
CC(=O)N1N=C(c2ccco2)CC1c1ccc(Br)cc1 (centres undefined)	-1	-2.1	11	-7	0.8	96	-1	1.3	-2.7	14	-1
O=C(O)/C=C/C(=O)N1CCN(C(=O)/C=C/C(=O)O)CC1	3	0.0	-1	-5	3.5	114	-5	3.7	-3.1	17	27
COc1ccc(OC)c(NC(=O)Cn2c(CCC(=O)O)ccc2-c2cccs2)c1	3	0.4	-19	-4	2.2	105	-1	2.2	-2.4	10	20
Nc1ccccc1C(=O)N1O[C@@H]2C=C[C@H]1C2	-10	0.7	-3	8	0.2	102	.	1.0	-2.1	10	5
O=C(O)c1ccc(N/N=C/c2cn(-c3ccccc3)nc2-c2cccs2)cc1	-12	-1.4	2	4	0.1	120	.	0.1	-1.8	9	30
COc1ccc(C(=O)NC2CC3CCCC(C2)N3CC(C)C)cc1 (centres undefined)	-2	-1.6	-24	-6	2.0	95	-15	2.5	-1.6	8	14
Cc1nnc2ccc(-c3cccc(NC(=O)c4ccco4)c3)nn12	-1	-0.6	-11	7	-0.5	105	-27	0.5	-1.1	6	0
O=C(Cc1csc(NC(=O)Nc2cccc(Cl)c2)n1)NCc1ccccn1	-5	1.0	.	3	2.5	103	289	4.0	-0.2	1	-2
Cc1ccc(C(=O)NCCCNC(=O)Cc2ccccc2)cn1	-3	1.6	-16	-5	4.4	86	-9	2.3	-3.4	22	-2
COCCNC(=S)N1CCN(C(=O)C(=O)Nc2ccc(C(=O)OC)cc2)CC1	2	-1.9	4	-1	2.0	98	4	1.0	-2.1	11	13
Cc1sc2nc[nH]c(=O)c2c1-c1ccc(Cl)cc1	-17	-1.4	1	-2	5.0	104	-22	5.6	-2.2	11	26
O=C(CCc1nc(-c2ccccc2F)no1)NCCN1CCN(Cc2ccccc2)CC1	-3	-1.0	6	-1	4.5	108	1	2.9	-2.4	10	-3

Random draw from the library; about 2.8% have a hit in one of these screens.
